Screening data deposited in PubChem by several laboratories.
aDG glyco up: activators of alpha-DG glycosylation, primary screen, uHTS, Pro5-aDG cells, AlphaScreen; alpha-DG glycosylation AlphaScreen (IIH6); 0% Pro5, 100% B10-LARGE cell signal; activation, % at 10 µM; actives 0.22% (n = 360,000); AID 624168, 2012;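 active means activation of at least 8% versus controls, or a plate z-score of at least 8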;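 further: Pro5 are CHO cells carrying HIG-tagged alpha-DG that lacks glycosylation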
HTR2A ag: mouse Htr2a agonists via beta-arrestin recruitment, primary screen, cell-based, luminescence. CHO-K1 mHTR2A beta-arrestin complementation; percent of 30 µM serotonin response. activation, % at 7.6 µM. 5-hydroxytryptamine receptor 2A (Mus musculus), P35363. actives 0.66% (n = 360,000);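 active means activation above a run cutoff, the mean activation of all tested compounds plus 3 SD, cut at about 14% in these data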;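 further: 0% = plate median of compound wells and 100% = 30 µM serotonin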
Target sequence (P35363 whole entry, looked up): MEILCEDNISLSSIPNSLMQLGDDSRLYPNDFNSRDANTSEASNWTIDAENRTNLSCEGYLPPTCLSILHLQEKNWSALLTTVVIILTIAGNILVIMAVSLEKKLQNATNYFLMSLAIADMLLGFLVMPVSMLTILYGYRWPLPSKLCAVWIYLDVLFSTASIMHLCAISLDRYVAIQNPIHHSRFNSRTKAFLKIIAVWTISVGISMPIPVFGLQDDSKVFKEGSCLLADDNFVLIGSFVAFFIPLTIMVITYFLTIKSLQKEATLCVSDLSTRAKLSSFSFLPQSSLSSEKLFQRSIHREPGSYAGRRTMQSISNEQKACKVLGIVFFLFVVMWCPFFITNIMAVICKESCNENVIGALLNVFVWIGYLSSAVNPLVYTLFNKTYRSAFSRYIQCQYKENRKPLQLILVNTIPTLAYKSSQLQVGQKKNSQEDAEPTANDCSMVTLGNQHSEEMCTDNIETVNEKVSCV
Cardio protect: cardioprotection against H2O2-induced cell death, primary screen, uHTS, H9c2 cells, ATPLite luminescence. H9c2 cardiomyocytes, H2O2 injury protection, 2 h. protection from H2O2 cell death, % at 20 µM. actives 0.63% (n = 360,000). AID 588492, 2011;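 active means compounds giving at least 50% protection of heart cells from peroxide-induced death in the single-dose screen, raw or plate-pattern-corrected value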;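 further: 0% = DMSO wells with peroxide and 100% = DMSO wells without peroxide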
CaV13 FRET inh: Disruptors of the CACNA1D IQ motif to Ca2+-dependent inactivation inhibitor domain association, primary screening, Förster resonance energy transfer in intact living … | HEK cells, CFP/YFP FRET ICDI-IQ, plate reader, 10 min; percent FRET-ratio fall versus neutral wells | inhibition, % at 12.3 µM | actives 0.098% (n = 340,000) | AID 743397;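 active means mean replicate inhibition of at least 30% and at least 1% of replicates passing that level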;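 further: 0% = median of the neutral control wells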
Glyco luc inh: increase of ERlucT glycosylation luciferase signal, primary screen, N-linked glycosylation inhibitor project, D54 ERlucT cells, luminescence, set 2. D54 ERlucT glycosylation luciferase reporter, 24 h; percent of 100 nM tunicamycin response. reporter increase, % at 12.5 µM. actives 0.23% (n = 360,000). AID 588692, 2011;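 active means mean luciferase reporter signal, scaled so untreated is 0 and the glycosylation-blocking control 100, at or above a set limit in every replicate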;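 further: luciferase carries N-glycosylation sites so blocking glycosylation raises the light; 0% = median of neutral control wells and 100% = median of 100 nM tunicamycin wells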
MC4R antagonist: MC4R antagonists of cAMP signaling, primary screen, cell-based, TR-FRET, antagonist arm of biased-ligand search | AID 540295, 2011 | actives 0.48% (n = 360,000) | MC4R-expressing cells, MTII-stimulated cAMP, LANCE TR-FRET | inhibition, % at 6.5 µM;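 active means inhibition above its plate's cutoff, the mean of tested wells on that plate plus 3 SD, cut at about 29% in these data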;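 further: 0% = Melanotan II alone and 100% = Melanotan II plus saturating MCL0020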
Target sequence (P32245 whole entry, looked up): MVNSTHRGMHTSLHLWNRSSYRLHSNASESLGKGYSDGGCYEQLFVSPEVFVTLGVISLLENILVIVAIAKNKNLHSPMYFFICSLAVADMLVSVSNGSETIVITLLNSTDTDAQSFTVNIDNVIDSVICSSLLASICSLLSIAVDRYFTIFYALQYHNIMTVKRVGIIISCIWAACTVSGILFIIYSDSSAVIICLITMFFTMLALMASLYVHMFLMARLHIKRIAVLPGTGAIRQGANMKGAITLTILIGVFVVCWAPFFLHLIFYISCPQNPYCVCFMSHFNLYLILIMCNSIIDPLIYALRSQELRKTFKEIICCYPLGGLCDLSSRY
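System – human MC4R-expressing U2OS cells · Also added – Melanotan II · Dosing – one concentration, 6.5 µM nominal · Timing – 30-min compound, 1-h challenge, 1-h detection, room temperature · Measured by – Eu-cAMP/anti-cAMP TR-FRET, emission 671 nm · Replicates – singlicate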
ABCB6 inh 2: ABCB6 transporter inhibitors, primary screen, K562-ABCB6 cells, flow cytometry, MLPCN library; ATP-binding cassette sub-family B member 6 (Homo sapiens), Q9NP58; K562-ABCB6 porphyrin accumulation, 1 h; active compounds read low; fluorescence ratio to DMSO, % at 10 µM; actives 0.19% (n = 360,000); AID 602162, 2011;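 active means fluorescence ratio to DMSO below 75%, the collection mean minus 3 SD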;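 further: signal is porphyrin accumulated inside mitochondria; 100% equals median channel fluorescence of DMSO control wells; lower ratio means ABCB6 inhibition with less porphyrin fluorescence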
PDI turbidity: inhibitors of human PDI, primary screen, biochemical, turbidity, single point, plate reader. inhibition, % at 10 µM. actives 0.052% (n = 350,000). Protein disulfide-isomerase (Homo sapiens), P07237. PDI insulin aggregation turbidity, A650, 90 min;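 active means mean inhibition across replicates of 30% or more, whatever share of single replicates reach that level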;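 further: absorbance from insulin aggregation driven by PDI reduction with DTT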
MC4R ag barr: MC4R agonists recruiting beta-arrestin, primary screen, cell-based, luminescence, agonist arm of biased-ligand search; Melanocortin receptor 4 (Homo sapiens), P32245; U2OS MC4R beta-arrestin complementation; percent of melanotan II response, DMSO zero; activation, % at 8.9 µM; actives 0.98% (n = 360,000); AID 540308, 2011;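 active means activation above a per-plate cutoff, the mean activation of sample wells on that plate plus 3 SD, cut at about 8% in these data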
Vif imaging: HIV Vif self-association inhibitors, primary screen, imaging, HEK293T, single point; HEK293T cells, Vif self-association by quenched fluorescence, 24 h; inhibition, % at 7.49 µM; actives 0.35% (n = 340,000); in the data active means inhibition above about 50%, passing the limit was not always enough; further: some results filed as inactive read as strong as hits
An asterisk follows results filed as active. Rows were taken by chance; overall some 3.6% were active at least once.

`CC(=O)c1ccc(NC(=O)C2=CC(c3ccc4c(c3)OCO4)=NS(=O)(=O)N2C)cc1` gave aDG glyco up -0.4, HTR2A ag 1.6, Cardio protect -8.7, CaV13 FRET inh -12.8, Glyco luc inh -0.1, MC4R antagonist 5.6, ABCB6 inh 2 99.0, PDI turbidity 0.4, MC4R ag barr -0.4 and Vif imaging -5.3.
Screening O=C(O)C1CCCN(S(=O)(=O)c2ccc(Cl)s2)C1 (stereo unspecified) returned aDG glyco up 0.0, HTR2A ag 7.5, Cardio protect -1.8, CaV13 FRET inh 20.4, Glyco luc inh 1.2, MC4R antagonist 5.7, ABCB6 inh 2 100.0, PDI turbidity 11.7, MC4R ag barr -0.8 and Vif imaging 25.1.
CCN(C(=S)Nc1cc(S(=O)(=O)N2CCOCC2)ccc1Cl)c1cccc2ccccc12 was read as aDG glyco up 0.1, HTR2A ag -3.8, Cardio protect -6.0, CaV13 FRET inh -2.9, Glyco luc inh -0.5, MC4R antagonist 3.5, ABCB6 inh 2 97.0, PDI turbidity 12.0, MC4R ag barr -0.6 and Vif imaging -1.6.
Screening Cc1ccc(CN(C)C(=O)CCc2nc3sc4c(c3c(=O)[nH]2)CCCC4)o1 returned aDG glyco up 0.6, HTR2A ag 4.3, Cardio protect 27.7, CaV13 FRET inh -11.4, Glyco luc inh 1.5, MC4R antagonist 14.9, ABCB6 inh 2 101.0, PDI turbidity 1.3 and MC4R ag barr -3.4.
For O=C(OCc1nc2ccccc2c(=O)[nH]1)c1cccs1 the results were aDG glyco up 0.2, HTR2A ag -5.7, Cardio protect 8.8, Glyco luc inh 0.0, MC4R antagonist 2.4, ABCB6 inh 2 88.0, PDI turbidity -7.9, MC4R ag barr -1.0 and Vif imaging 2.5.
Screening CC1(C)Oc2ccc3ccc(=O)oc3c2CC1O (stereo unspecified) returned aDG glyco up 0.0, HTR2A ag 0.2, Cardio protect 3.6, CaV13 FRET inh -3.2, Glyco luc inh -0.3, MC4R antagonist 11.7, ABCB6 inh 2 96.0, PDI turbidity -7.9, MC4R ag barr 1.5 and Vif imaging 7.5.
Screening Cc1ccc(CNC(=O)COc2cccc3c2OC(C)(C)C3)cc1 returned aDG glyco up 0.1, HTR2A ag 2.5, Cardio protect 3.1, CaV13 FRET inh -6.9, Glyco luc inh 1.3, MC4R antagonist 14.2, ABCB6 inh 2 98.0, PDI turbidity -11.5, MC4R ag barr -1.5 and Vif imaging -1.7.
`CCC(=NC(CC)CO)C1=C(O)CC(C)(C)CC1=O` (stereo unspecified) gave aDG glyco up -0.2, HTR2A ag 7.5, Cardio protect 11.5, CaV13 FRET inh -8.7, Glyco luc inh 0.8, MC4R antagonist 0.9, ABCB6 inh 2 98.0, PDI turbidity 10.0, MC4R ag barr 0.1 and Vif imaging -1.7.
`CC(O)c1c(-c2ccccc2)nn(C)c1Cl` (stereo unspecified) gave aDG glyco up -0.2, HTR2A ag 3.0, Cardio protect -4.7, CaV13 FRET inh -8.6, Glyco luc inh 0.7, MC4R antagonist 5.5, ABCB6 inh 2 101.0, PDI turbidity 4.9, MC4R ag barr -0.4 and Vif imaging -2.2.
`CC(=O)Nc1ccc(-c2cc(-c3ccccc3)nc(-c3ccccc3)n2)cc1` gave aDG glyco up -0.3, HTR2A ag -1.1, Cardio protect -14.4, CaV13 FRET inh -6.0, Glyco luc inh -3.4, MC4R antagonist -3.3, ABCB6 inh 2 97.0, PDI turbidity 8.3, MC4R ag barr -0.5 and Vif imaging -1.6.
Screening O=C(NCc1cccnc1)c1ccc2c(=O)n(CCCN3CCCC3=O)c(=S)[nH]c2c1 returned aDG glyco up -0.2, HTR2A ag -5.5, Cardio protect -2.1, CaV13 FRET inh -4.0, Glyco luc inh 3.8, MC4R antagonist -0.3, ABCB6 inh 2 98.0, PDI turbidity 0.6, MC4R ag barr -1.1 and Vif imaging -16.7.
`COc1ccc(COC(=O)C2=C(C)NC(=O)NC2c2ccccc2F)cc1` (stereo unspecified) gave aDG glyco up 0.0, HTR2A ag -0.6, Cardio protect -3.8, CaV13 FRET inh -8.8, Glyco luc inh -0.9, MC4R antagonist 3.4, ABCB6 inh 2 94.0, PDI turbidity -0.3, MC4R ag barr -1.5 and Vif imaging -8.0.
Screening C=CC(C)N1C(=O)S/C(=C\c2ccc(N3CCOCC3)cc2C)C1=O (stereo unspecified) returned aDG glyco up 0.0, HTR2A ag -0.6, Cardio protect -14.6, Glyco luc inh -1.2, MC4R antagonist 2.1, ABCB6 inh 2 102.0, PDI turbidity -17.3, MC4R ag barr -1.4 and Vif imaging -2.6.
`N#CC1=C(N)NC(SCc2ccc(F)cc2)=C(C#N)C12CCCCC2` gave aDG glyco up 0.8, HTR2A ag -3.8, Cardio protect -32.2, CaV13 FRET inh -6.9, Glyco luc inh 10.4, MC4R antagonist -10.1, ABCB6 inh 2 102.0, PDI turbidity 10.3, MC4R ag barr -0.6 and Vif imaging -8.6.
`Cc1noc(C)c1COC(=O)c1cccc(N(C)C)c1` gave aDG glyco up 0.9, HTR2A ag 0.1, Cardio protect 0.3, CaV13 FRET inh -3.9, Glyco luc inh 0.0, MC4R antagonist 6.8, ABCB6 inh 2 100.0, PDI turbidity 4.6, MC4R ag barr -1.5 and Vif imaging -5.6.
COc1cc(/C=N/NC(=O)c2ccccc2O)ccc1OC(=O)CC1SC(=O)NC1=O (stereo unspecified) was read as aDG glyco up 0.0, HTR2A ag 2.5, Cardio protect -4.2, CaV13 FRET inh 0.7, Glyco luc inh 0.2, MC4R antagonist -3.6, ABCB6 inh 2 91.0, PDI turbidity 10.4, MC4R ag barr 3.1 and Vif imaging -5.1.
COc1ccc(NC(=O)CCCCC#Cc2ccccc2)cc1 was read as aDG glyco up -0.2, HTR2A ag 1.9, Cardio protect -5.4, CaV13 FRET inh -10.9, Glyco luc inh 1.4, MC4R antagonist 12.2, ABCB6 inh 2 100.0, PDI turbidity -1.3 and MC4R ag barr 0.3.
For O=C(CN1C(=O)c2ccccc2S1(=O)=O)Nc1ccc(S(=O)(=O)Nc2ncccn2)cc1 the results were aDG glyco up 0.0, HTR2A ag 5.0, Cardio protect 2.3, Glyco luc inh 0.3, MC4R antagonist -1.6, ABCB6 inh 2 99.0, PDI turbidity -4.0, MC4R ag barr -3.3 and Vif imaging -4.5.
CC1(C(=O)NS(=O)(=O)Cc2ccccc2C(F)(F)F)CCN1C(=O)Cc1cccs1 (stereo unspecified) was read as aDG glyco up 0.4, HTR2A ag 3.7, Cardio protect -5.4, CaV13 FRET inh -6.5, Glyco luc inh 1.0, MC4R antagonist 6.1, ABCB6 inh 2 100.0, PDI turbidity -5.7, MC4R ag barr -0.2 and Vif imaging -6.9.
For COC(=O)[C@]12CCCCC=C1N(Cc1ccco1)C(=O)[C@H](CC(=O)NCc1ccccc1)C2 the results were aDG glyco up -0.1, HTR2A ag -3.1, CaV13 FRET inh -4.9 and ABCB6 inh 2 95.0.
CCOc1ccc(C(=O)NC2C(=O)N3C(C(=O)O)=C(COC(C)=O)CSC23)cc1OCC (stereo unspecified) was read as aDG glyco up -0.2, HTR2A ag -1.5, Cardio protect 6.2, CaV13 FRET inh -5.9, Glyco luc inh 0.2, MC4R antagonist 11.6, ABCB6 inh 2 89.0, PDI turbidity -2.5, MC4R ag barr -2.8 and Vif imaging 2.1.
`O=C(N/N=C/c1ccc[nH]1)c1ccc([N+](=O)[O-])cc1` gave aDG glyco up -0.1, HTR2A ag -2.7, Cardio protect 1.4, CaV13 FRET inh -13.3, Glyco luc inh 3.2, MC4R antagonist 1.0, ABCB6 inh 2 86.0, PDI turbidity 0.9, MC4R ag barr -2.2 and Vif imaging -2.0.
For c1ccc2c(c1)ncn2Cc1nnc2sc(-c3ccncc3)nn12 the results were aDG glyco up 0.3, HTR2A ag 2.7, Cardio protect -0.8, CaV13 FRET inh -4.6, Glyco luc inh -0.5, MC4R antagonist 9.4, ABCB6 inh 2 94.0, PDI turbidity 2.3, MC4R ag barr -2.1 and Vif imaging 0.9.
Cc1cc(C)nc(NS(=O)(=O)c2ccc(N3C(=O)c4ccccc4C3=O)cc2)n1 was read as aDG glyco up -0.3, HTR2A ag 1.4, Cardio protect 11.8, CaV13 FRET inh -3.0, Glyco luc inh 1.2, MC4R antagonist 16.9, ABCB6 inh 2 101.0, PDI turbidity -0.7, MC4R ag barr -2.9 and Vif imaging -10.0.
Screening CCC1CCCCN1Cc1ccc(CNC(=O)CCc2nnc3ccc(N4CCCCC4)nn23)o1 (stereo unspecified) returned aDG glyco up -0.3, HTR2A ag -2.7, Cardio protect -0.5, CaV13 FRET inh -6.1, Glyco luc inh 3.8, MC4R antagonist 4.3, ABCB6 inh 2 96.0, PDI turbidity -7.7, MC4R ag barr 0.3 and Vif imaging 6.5.
CCOc1ccc(S(=O)(=O)NC(C)C(=O)NC2CCCC2)cc1 (stereo unspecified) was read as aDG glyco up -0.4, HTR2A ag -0.1, Cardio protect -0.1, CaV13 FRET inh -2.8, Glyco luc inh 1.3, MC4R antagonist -2.0, ABCB6 inh 2 108.0, PDI turbidity 0.8, MC4R ag barr -0.1 and Vif imaging 8.6.
For Nc1nc(-c2cccnc2)nn1C(=O)c1ccc(F)cc1 the results were aDG glyco up -0.1, HTR2A ag 14.3, Cardio protect -2.2, CaV13 FRET inh 2.7, Glyco luc inh 0.8, MC4R antagonist 20.8, ABCB6 inh 2 97.0, PDI turbidity -5.3, MC4R ag barr -1.7 and Vif imaging -0.7.
For CCCNC(=O)COC(=O)c1cc(-c2ccc(OC)cc2)nc2ccccc12 the results were aDG glyco up -0.2, HTR2A ag 0.8, Cardio protect -11.5, CaV13 FRET inh -4.1, Glyco luc inh 0.0, MC4R antagonist 9.5, ABCB6 inh 2 89.0, PDI turbidity -0.9, MC4R ag barr 3.0 and Vif imaging 4.3.
COc1ccc(CCNC(=O)Cn2c(=O)n(CCCC(=O)NCc3ccco3)c(=O)c3sccc32)cc1OC was read as aDG glyco up -0.1, HTR2A ag -0.2, Cardio protect 3.0, CaV13 FRET inh -5.0, Glyco luc inh 0.5, MC4R antagonist 0.9, ABCB6 inh 2 96.0, PDI turbidity 4.4, MC4R ag barr -0.8 and Vif imaging -1.1.
`COCCn1c(=NC(=O)c2cc(Cl)sc2Cl)sc2cc(S(N)(=O)=O)ccc21` gave aDG glyco up 0.2, HTR2A ag 1.2, Cardio protect -15.3, CaV13 FRET inh -2.4, Glyco luc inh -0.8, MC4R antagonist 16.7, ABCB6 inh 2 94.0, PDI turbidity -22.8, MC4R ag barr 9.3* and Vif imaging 5.4.
